HT1080 IDH1KD tx: toxicity to HT-1080 IDH1 knockdown cells (counter line) | HT-1080 IDH1 knockdown viability, ATP luminescence, 48 h | Potency, µM (highest dose often 46.1 µM), inactives show top-dose activity, negative = toxicity, usual class: cytotoxic | 360,000 tested, 2% active;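 further: potency means the concentration at half of the fitted maximal effect; 0% = DMSO wells and -100% = cell-free medium wells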
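Assay cells: HT-1080 with IDH1 knockdown, 750 per well, RPMI/5% FBS. Exposure: 48 h at 37 °C following 2 h pre-incubation. Read: CellTiter-Glo luminescence; fitted concentration-response, curve class assigned.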
IL1B secr inh: inflammasome signaling inhibition, IL-1 beta readout; THP-1 LPS/ATP IL-1B secretion, AlphaLISA, 16 h; active compounds read low; 360,000 tested, 4.7% active; activity change, % at 57.5 µM; in the data active means activity change below about -50%; inconclusive means mostly about -30% to -49%; further: on the % scale 0 is the no-effect control and ±100 the full control effect
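Secreted IL-1B measured by AlphaLISA bead assay after 16 h compound exposure of THP-1 cells; compounds (final up to 57.5 uM) added 1 h before LPS (250 ng/mL) and ATP (1.25 mM) stimulation; lower signal means less secretion.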
MCF10A rerep: inducers of DNA re-replication in MCF 10A breast cells. MCF 10A DNA re-replication, Hoechst nuclear intensity, 48 h. Potency, µM (doses to about 46.1 µM), without a hit: at the top dose activity, positive = re-replication, most hits filed as activators. 350,000 tested, 2.9% active; further: potency means the concentration at half of the fitted maximal effect; % of control where 0% means no effect; nearly all actives have a fitted effect of over 50% in size
KB-3-1 cytotox: KB-3-1 parental cell cytotoxicity. AID 1347075. Potency, µM (titrated, usually from 46.1 µM), inactives show at the top dose activity change, negative = cytotoxic, most hits filed as cytotoxic. KB-3-1 viability, CellTiter-Glo ATP luminescence, 72 h. 400,000 tested, 1.4% active; further: potency means the concentration at half of the fitted maximal effect; on the % scale 0 is the no-effect control and ±100 the full control effect; nearly all actives have a fitted effect of over 60% in size
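Parental KB-3-1 viability, qHTS format: 72 h compound exposure, 37 °C; CellTiter-Glo; media-only wells and DMSO plates as controls; concentration-effect fits on corrected data.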
SW480 rerep: DNA re-replication induction in SW480 cells | 340,000 tested, 1.8% active | SW480 DNA re-replication, Hoechst DNA content imaging, 48 h | Potency, µM (titrated, usually from 46.1 µM), for inactives: at the highest dose re-replication activation, most hits filed as activators | AID 624297; further: potency means the concentration at half of the fitted maximal effect; % of control where 0% means no effect; nearly all actives have a fitted effect of over 55% in size
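Compounds, transferred as 23 nL by pin tool, were incubated with cells for 48 hr; DNA content per nucleus was then quantified by Hoechst staining and fluorescence plate imaging.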
HT1080NT lethal: kills 2HG-producing HT-1080-NT fibrosarcoma cells. HT-1080-NT fibrosarcoma viability, CellTiter-Glo ATP luminescence, 48 h. Potency, µM (titrated, usually from 46.1 µM), for the others: top-dose activity, negative = less viability, usual class: cytotoxic. 360,000 tested, 1.6% active;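 further: NT is the 2HG producing partner of a matched IDH1 knockdown line; potency means the concentration at half of the fitted maximal effect; 0% = DMSO-treated cells and -100% = media-only wells without cells; nearly all actives have a fitted effect of over 55% in size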
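HT-1080-NT fibrosarcoma cells (2HG-overproducing), 750 cells/well in RPMI with 5% FBS, dosed after 2 h and incubated 48 h at 37C. CellTiter-Glo luminescence normalized to DMSO and no-cell wells; concentration-response curves fitted and classed.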
S2 tox: cell viability loss in ATXN counter-screen; 400,000 tested, 0.49% active; S2 cells (HEK-293 line with an ATXN2-luciferase reporter) viability, CellTiter-Fluor protease fluorescence, 24 h; Potency, µM (top dose mostly 56.7 µM), actives largely listed as cytotoxic; further: potency means the concentration at half of the fitted maximal effect; nearly all actives have a fitted effect of over 40% in size
ATXN2 expr inh: inhibitors of ATXN2 expression; HEK-293 ATXN2-luciferase reporter, luminescence, 24 h; 360,000 tested, 0.72% active; Potency, µM (doses to about 57 µM), for the others: at the highest dose activity change, negative = inhibition, most hits filed as inhibitors; further: potency means the concentration at half of the fitted maximal effect; on the % scale 0 is the no-effect control and ±100 the full control effect; nearly all actives have a fitted effect of over 55% in size
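ATXN2-luciferase reporter cells (luciferase flanked by upstream and downstream ATXN2 gene portions) were treated 24 h at 37 °C with compounds at up to 57 uM. SteadyGlo luminescence gave expression; GF-AFC fluorescence gave viability.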
KB-V1 cytotox: KB-V1 MDR subline cytotoxicity. AID 1347076. 400,000 tested, 3.4% active. KB-V1 MDR cells viability, CellTiter-Glo, 72 h. Potency, µM (highest dose often 46.1 µM), for inactives: at the top dose activity change, negative = cytotoxicity, actives largely listed as cytotoxic; further: potency means the concentration at half of the fitted maximal effect; on the % scale 0 is the no-effect control and ±100 the full control effect; nearly all actives have a fitted effect of over 60% in size
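Potencies derive from concentration-effect curves fitted to normalized luminescence (CellTiter-Glo) of KB-V1 cells treated for 72 h at 37 degrees C in phenol-red-free DMEM containing 10% FBS.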
Starred values were filed as active, the others as inactive; i = inactive; ? = inconclusive; . = not tested or not shown; [ ] = dose if it differs, or a comment. Unless noted, the call rests on the fitted dose curve; in most records, active means well fitted curve in the direction sought with a large enough effect; inconclusive means small, poorly fitted or top-dose-only effect, or another doubt; inactive means no such curve, though single readings can be large; an effect the other way counts as inactive or inconclusive.

Sample of the layout:
Key to letters: A = HT1080 IDH1KD tx; B = IL1B secr inh; C = MCF10A rerep; D = KB-3-1 cytotox; E = SW480 rerep; F = HT1080NT lethal; G = S2 tox; H = ATXN2 expr inh; I = KB-V1 cytotox
Cc1ccc2c(c1)C(c1ccccc1)N(C(=O)c1cc3ccccc3oc1=O)CC(=O)N2 (stereo not given)
  A: -1.4%	B: 20.2	C: 0.4%	D: 3.6%	E: -3.7%	F: -11.6%	G: i	H: 3.2%	I: -3.4%

O=C(CN1CCN(C(C(=O)Nc2ccc(F)cc2)c2ccccc2)CC1)NC1CC1 (stereo not given)
  A: 1.6%	B: -9.2	C: -0.7%	D: -3.9%	E: -5.3%	F: -3.3%	G: ?	H: 6.5%	I: -5.3%

The whole of this part, from the first entry:
Key to letters: A = HT1080 IDH1KD tx; B = IL1B secr inh; C = MCF10A rerep; D = KB-3-1 cytotox; E = SW480 rerep; F = HT1080NT lethal; G = S2 tox; H = ATXN2 expr inh; I = KB-V1 cytotox
Cc1ccc2c(c1)C(c1ccccc1)N(C(=O)c1cc3ccccc3oc1=O)CC(=O)N2 (stereo not given)
  A: -1.4%	B: 20.2	C: 0.4%	D: 3.6%	E: -3.7%	F: -11.6%	G: i	H: 3.2%	I: -3.4%

O=C(CN1CCN(C(C(=O)Nc2ccc(F)cc2)c2ccccc2)CC1)NC1CC1 (stereo not given)
  A: 1.6%	B: -9.2	C: -0.7%	D: -3.9%	E: -5.3%	F: -3.3%	G: ?	H: 6.5%	I: -5.3%

COc1ccc(NC(=O)c2c(NCc3ccc(OC)c(OC)c3OC)sc3c2CCC3)c(OC)c1
  A: .	B: .	C: .	D: 4.8%	E: .	F: .	G: ?	H: -1.5%	I: 3.8%

CC(C)(C)c1ccc(C(=O)N2CC(=O)Nc3ccc(F)cc3C2c2ccc(F)cc2)cc1 (stereo not given)
  A: .	B: .	C: .	D: 18.4µM*	E: .	F: .	G: ?	H: ?	I: ?

COc1ccc(C)cc1NC(=O)CSc1nnc(COc2ccc(Cl)cc2)n1Cc1ccco1
  A: ?	B: ?	C: ?	D: -5.6%	E: 0.1%	F: ?	G: ?	H: ?	I: ?

CS(=O)(=O)c1ccc2nc(NC(=O)c3ccc(Cl)cc3)sc2c1
  A: -3.5%	B: -3.2	C: 2.1%	D: -0.3%	E: -34.2%[inhibitor][1.84 µM]	F: -0.3%	G: ?	H: 1.9%	I: 5.7%

CC(C)(C)c1ccc(C(=O)NC(=O)COC(=O)CCS(=O)(=O)c2ccccc2)cc1
  A: 16.9%	B: -4.9	C: 8.3%	D: -5.2%	E: 1.8%	F: 5.4%	G: i	H: 16.0%	I: -4.2%

COc1ccc(N2C(=O)CCC(C(=O)N3CCOCC3)C2c2ccc(F)cc2)cc1 (stereo not given)
  A: 5.7%	B: -4.9	C: 12.1%	D: 9.2%	E: -0.1%	F: 7.8%	G: i	H: -7.3%	I: 1.4%

COc1ccc(Cn2c(=O)c3[nH]cnc3n(-c3ccccc3C)c2=O)cc1
  A: 11.6µM*	B: 35.5	C: 16.4µM*	D: 16.4µM*	E: 16.4µM*	F: 11.6µM*	G: ?	H: -13.2%	I: ?

Cc1nc(-c2ccc(S(=O)(=O)N(C)Cc3ccccc3)cc2)co1
  A: .	B: .	C: .	D: 2.0%	E: .	F: .	G: i	H: ?	I: -19.3%

Cc1ccc(-c2csc(NC(=O)CSc3nc4ccccc4o3)n2)cc1
  A: 4.0%	B: 27.3	C: ?	D: 4.0%	E: ?	F: -15.2%	G: i	H: 16.2%	I: -10.9%

O=C(CN(CC1CCCO1)S(=O)(=O)c1ccc(S(=O)(=O)NCC2CCCO2)cc1)Nc1ccccc1 (stereo not given)
  A: 8.2%	B: -10.7	C: -7.5%	D: -7.3%	E: 1.5%	F: 6.0%	G: i	H: -2.6%	I: -0.4%

Cc1ccc(OCC(=O)Nc2ccccc2C(=O)NC2CC2)cc1C
  A: 1.6%	B: 0.0	C: -3.0%	D: -3.4%	E: -14.6%	F: 10.3%	G: i	H: 1.9%	I: -24.5%

Cc1cc(Cl)c2oc(C(=O)NC(C)c3ccncn3)c(C)c2c1 (stereo not given)
  A: -19.3%	B: -19.0	C: -1.2%	D: 5.3%	E: -11.8%	F: -25.8%	G: i	H: -6.9%	I: -19.5%

Cc1ccc(C)c(CN2C(=O)c3ccccc3S(=O)(=O)c3ccc(C(=O)Nc4cc(F)ccc4F)cc32)c1
  A: .	B: .	C: .	D: -1.4%	E: .	F: .	G: i	H: 10.9%	I: -26.3%

Cc1cc(C)n2nc(SCc3nnc(-c4ccccc4Br)o3)nc2n1
  A: 4.3%	B: 26.2	C: 0.3%	D: 9.2%	E: -14.3%	F: 0.2%	G: i	H: -2.8%	I: 13µM*

CC(C)c1ccc(/C=C(\NC(=O)c2ccccc2)C(=O)NCCCn2ccnc2)cc1
  A: 0.0%	B: -9.3	C: -3.9%	D: 3.6%	E: -0.5%	F: -1.3%	G: .	H: .	I: 6.6%

CCN1C(=O)c2cccc3c(S(=O)(=O)N4CCNCC4)ccc1c23
  A: -6.5%	B: -12.8	C: ?	D: -18.7%	E: 6.51µM*	F: -10.7%	G: .	H: 2.5%	I: -24.9%

COc1cc(/C=N/NC(=O)c2cccnc2)ccc1OC(=O)c1ccco1
  A: 1.7%	B: -15.9	C: -3.7%	D: 3.7%	E: 1.2%	F: 12.5%	G: i	H: 0.8%	I: 20.3%

O=C(Cc1ccccc1)NC(c1ccco1)c1c(O)ccc2ccccc12 (stereo not given)
  A: -8.9%	B: -24.8	C: -8.3%	D: -0.5%	E: -15.4%	F: -10.7%	G: i	H: ?	I: ?

Cc1[nH]c(=O)[nH]c(=O)c1CSc1nnc([C@H](CC(C)C)NC(=O)OC(C)(C)C)o1
  A: 7.8%	B: 3.4	C: -6.6%	D: -5.0%	E: -2.3%	F: 1.1%	G: i	H: -3.0%	I: ?

Cc1ccc(-c2ccc(/C=C(\C#N)C(N)=S)n2C)cc1
  A: 7.8%	B: 20.9	C: 0.7%	D: -1.4%	E: -7.2%	F: 13.0%	G: i	H: 25.3%	I: -11.9%

CCN(C(=O)c1ccc(S(C)(=O)=O)cc1)C12CC3CC(CC(C3)C1)C2
  A: -0.1%	B: -3.6	C: 5.8%	D: 1.5%	E: -5.0%	F: 10.6%	G: i	H: 0.2%	I: ?

Cc1onc(-c2c(F)cccc2Cl)c1C(N)=S
  A: 3.1%	B: -22.7	C: -61.4%[inhibitor]	D: -65.3%	E: -50.3%[inhibitor]	F: 0.6%	G: i	H: -26.8%	I: 17.2%

COc1ccc(NCC(=O)N/N=C/C=C/c2ccccc2[N+](=O)[O-])cc1
  A: -6.2%	B: ?	C: -0.1%	D: 20.1%	E: 0.5%	F: -25.4%	G: i	H: -9.7%	I: -12.9%

Nc1nc(SCC(=O)Nc2ccccc2)[nH]c(=O)c1NC(=O)c1cccs1
  A: 4.5%	B: 10.3	C: 2.2%	D: 7.0%	E: 0.2%	F: 1.2%	G: i	H: -9.7%	I: 19.5%

COc1ccccc1/C=C/C(=O)OCC(=O)N1CCc2ccccc21
  A: 7.7%	B: -3.1	C: 2.3%	D: -0.4%	E: 2.2%	F: 1.0%[9.24 µM]	G: i	H: 10.9%	I: ?

Arranged by length of the SMILES (falling): part of the list above
Key to letters: A = HT1080 IDH1KD tx; B = IL1B secr inh; C = MCF10A rerep; D = KB-3-1 cytotox; E = SW480 rerep; F = HT1080NT lethal; G = S2 tox; H = ATXN2 expr inh; I = KB-V1 cytotox
Cc1[nH]c(=O)[nH]c(=O)c1CSc1nnc([C@H](CC(C)C)NC(=O)OC(C)(C)C)o1
  A: 7.8%	B: 3.4	C: -6.6%	D: -5.0%	E: -2.3%	F: 1.1%	G: i	H: -3.0%	I: ?

Cc1ccc2c(c1)C(c1ccccc1)N(C(=O)c1cc3ccccc3oc1=O)CC(=O)N2 (stereo not given)
  A: -1.4%	B: 20.2	C: 0.4%	D: 3.6%	E: -3.7%	F: -11.6%	G: i	H: 3.2%	I: -3.4%

Cc1nc(-c2ccc(S(=O)(=O)N(C)Cc3ccccc3)cc2)co1
  A: .	B: .	C: .	D: 2.0%	E: .	F: .	G: i	H: ?	I: -19.3%

3 entries from above, arranged by the number in SW480 rerep, ascending:
Compound | IL1B secr inh | SW480 rerep
Cc1cc(C)n2nc(SCc3nnc(-c4ccccc4Br)o3)nc2n1 | 26.2 | -14.3%
Cc1cc(Cl)c2oc(C(=O)NC(C)c3ccncn3)c(C)c2c1 (stereo not given) | -19.0 | -11.8%
O=C(CN(CC1CCCO1)S(=O)(=O)c1ccc(S(=O)(=O)NCC2CCCO2)cc1)Nc1ccccc1 (stereo not given) | -10.7 | 1.5%
